Compound activity from PubChem BioAssay.
DT40 TDP1 no CPT: qHTS for Inhibitors of human tyrosyl-DNA phosphodiesterase 1 (TDP1): qHTS in cells in absence of CPT. DT40 Tdp1-/- hTDP1 cells, no CPT, ATP luminescence, 48 h. Potency, µM (series often up to 46.2 µM), inactives show at the highest dose activity change, negative = growth inhibition, usual class: inhibitors. 420,000 compounds, 15% hits. AID 686978, 2013; further: nearly all actives have a fitted effect of over 55% in size
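Chicken DT40 Tdp1-/- cells stably complemented with human TDP1 were seeded at 400 cells/well with DMSO in place of 20 nM camptothecin. After compound pinning, cells grew at least 48 hr at 37 °C; viability read by CellTiter-Glo luminescence.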
TDP1 cell CPT: DT40-hTDP1 cell growth loss with CPT; chicken DT40 Tdp1-/-;hTDP1 cells + 20 nM CPT, ATP luminescence, 48 h; Potency, µM (doses to about 46.2 µM), for the others: at the highest dose activity change, negative = growth inhibition, most hits filed as inhibitors; 420,000 compounds, 12% hits; AID 686979; further: nearly all actives have a fitted effect of over 55% in size
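Chicken DT40 Tdp1-/- cells complemented with human TDP1, 400 cells/well, exposed to compounds plus 20 nM camptothecin for at least 48 h at 37 C; viability read as ATP content by CellTiter-Glo luminescence.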
TDP1 block: blocks human tyrosyl-DNA phosphodiesterase 1; recombinant TDP1, AlphaScreen DNA substrate cleavage; Potency, µM (series often up to 130 µM), for the others: at the top dose activity change, negative = inhibition, usual class: inhibitors; 350,000 compounds, 0.28% hits; AID 485290; further: nearly all actives have a fitted effect of over 40% in size
Target sequence (Q9NUW8 whole entry, looked up): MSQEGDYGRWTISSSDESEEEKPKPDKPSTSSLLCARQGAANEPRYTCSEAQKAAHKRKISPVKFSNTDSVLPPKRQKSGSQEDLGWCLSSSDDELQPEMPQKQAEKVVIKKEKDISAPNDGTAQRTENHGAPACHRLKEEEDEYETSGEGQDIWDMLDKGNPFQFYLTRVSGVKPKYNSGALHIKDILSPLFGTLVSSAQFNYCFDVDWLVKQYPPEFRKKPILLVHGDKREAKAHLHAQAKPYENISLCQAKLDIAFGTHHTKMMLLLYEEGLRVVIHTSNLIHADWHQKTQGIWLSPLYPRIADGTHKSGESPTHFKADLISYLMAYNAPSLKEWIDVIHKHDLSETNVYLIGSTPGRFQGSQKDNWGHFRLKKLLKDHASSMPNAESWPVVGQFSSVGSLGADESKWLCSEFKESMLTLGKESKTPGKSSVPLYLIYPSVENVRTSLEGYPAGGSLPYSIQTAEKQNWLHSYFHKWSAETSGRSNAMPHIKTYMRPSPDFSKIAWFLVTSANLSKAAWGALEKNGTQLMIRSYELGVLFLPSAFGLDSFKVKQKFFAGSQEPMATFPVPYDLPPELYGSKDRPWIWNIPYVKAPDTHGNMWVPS
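E. coli-derived human Tdp1, 1 nM final. Cpd preinc 15 min RT; substrate 15 nM final, 5 min RT; AS bead mix 10 ug/ml final, 10 min RT. Signal loss = tyrosine-FITC cleavage. No-enzyme wells = max signal.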
An asterisk follows results filed as active; ? = inconclusive; / = no result given; & = joins results of further samples; ! = not active in a repeat; [ ] = another dose, or the depositor's remark. The call rests on the fitted dose curve; in most records, active means well fitted curve in the direction sought with a large enough effect; inconclusive means small, poorly fitted or top-dose-only effect, or another doubt; inactive means no such curve, though single readings can be large; an effect the other way counts as inactive or inconclusive. On the % scale 0 is the no-effect control and ±100 the full control effect; potency means the concentration at half of the fitted maximal effect. Compounds as they come; about 18% have a hit in one of these screens.

SMILES | DT40 TDP1 no CPT | TDP1 cell CPT | TDP1 block
Cc1ccccc1NC(=O)c1[nH]cnc1C(=O)NN | 6% | 16% | /
COC(=O)[C@@]1(C(C)C)N=C(c2cc(OC)c(OC)c(OC)c2)[C@]2(O1)C(=O)N(C)c1ccccc12 | ? | -23% | /
COc1ccc(-n2c(C)nc3c(cnn3-c3ccc(F)cc3)c2=O)cc1 | 16µM* | 23µM* | -9%
O=C(Nc1c(Cl)cc(Cl)cc1C(=O)NCc1cccnc1)c1ccc(Cl)cc1Cl | ? | -22% | 7%
COc1ccc(-c2nc3cc(F)ccc3cc2CN(C(=O)c2ccc3c(c2)OCO3)C2CC2)cc1 | -12% | 17% | /
S=C(NCCN1CCOCC1)Nc1ccc(Cl)cc1 | -2% | -7% | 0%
CC(C)(C)c1ccc(OCc2ccc(C(=O)N3CCOCC3)o2)cc1 | 26µM* | ? | 9%
Brc1ccc(OCc2nnc3n2CCC3)cc1 | -3% | 4% | -3%
O=C(C=CC=Cc1ccccc1)c1ccc([N+](=O)[O-])cc1 | 21µM* | 23µM* | /
Nc1nc2c3ccccc3nc(C3CC3)n2n1 | ? | ? | 7%
O=c1nc2n(c3c4c(sc13)CCC4)CCC2 | -6% | -5% | -8%
O=C(O)c1ccc2c(c1)C(=O)N(c1ccc(OCc3ccccc3)cc1)C2=O | -7% | -9% | /
CCn1c(=O)ccc2cc([N+](=O)[O-])ccc21 | 4% | 3% | 0%
O=C(COc1ccc(/C=N/NC(=O)c2ccncc2)cc1)Nc1ccccc1 | -5% | 1% | 5%
CC(C)CN(C(=O)COC(=O)Cc1c[nH]c2ccccc12)c1c(N)n(Cc2ccccc2)c(=O)[nH]c1=O | 0% | ? | 5%
COc1ccccc1CNc1cc(C)ccn1 | -27% | ? | /
COc1ccc(-c2cc(OC(=O)c3ccccc3C)c3c(C)oc(C)c3c(=O)c2)cc1 | 16µM* | ? | 5%
COc1ccccc1NC(=O)c1ccc(NC(=O)Cc2n[nH]c(=O)c3ccccc23)cc1 | 3% | -24% | 0%
COc1ccccc1NC1CCCCC1NS(=O)(=O)c1ccccc1 (stereo not drawn) | -24% | ? | 10%
Cn1c(=O)c2cc(C(=O)NCCCN3CCN(c4cccc(Cl)c4)CC3)sc2c2ccccc21 | 2.9µM* | ? | 2%
CCOc1ccc(OCc2ccc(C(=O)NCc3cccnc3)o2)cc1 | -12% | -8% | 0%
CC(C)(C)NC(=O)c1sccc1C(=O)O | 1% | -10% | 2%
COc1ccc(NC(=O)CNc2cccc(C#N)c2)cc1Cl | 0% | -7% | 7%
O=C(c1cc(C(F)(F)F)cc(C(F)(F)F)c1)N1CCC[C@@]2(CCN(Cc3ccncc3)C2)C1 | ? | -13% | /
COc1ccccc1C(=O)Nc1nnc(S(=O)(=O)N2CCCCCC2)s1 | ? | -24%&-9% | 12%
CC(=O)Nc1nc(-c2ccc3ccccc3c2)cs1 | -30% | 0% | /
C=CCNC(=S)N1CCN(Cc2ccc3c(c2)OCO3)CC1 | -30% | 1% | /
COc1cccc(C(c2c(O)cc(C)n(Cc3ccco3)c2=O)N2CCC(C)CC2)c1 (stereo not drawn) | 9% | 0% | 0%
CC1CCN(C(=O)C2(NC(=O)Nc3cccc(F)c3)CCCCC2)CC1 | ? | 6% | 4%
O=C(CNC(=O)c1ccccc1F)NCCc1ccc(Cl)cc1 | -7% | -18% | /
COc1ccccc1-c1cc(C(=O)NN)[nH]n1 | ? | ? | /
COc1cc(CCC(=O)Nc2nccs2)cc(OC)c1OC | -3% | -21% | /
O=C(O)CSc1nnc2c(n1)[nH]c1ccccc12 | 4% | 1% | -14%
O=C(/C=C/Nc1ccccc1F)c1cccs1 | ? | ? | 4%
O=c1c(O)c(-c2cccc(O)c2)oc2ccccc12 | ? | ? | -5%[56.1 µM]
N#Cc1ccc(S(=O)(=O)N2CCN(Cc3cccs3)CC2)cc1 | ? | ? | 1%
CON1C(=O)C(=O)N(OC)C2CCCCCC21 (stereo not drawn) | -9% | -16% | 3%
COCCNc1nc(C)cc(-c2cc(C(=O)Nc3ccccc3)on2)n1 | -16% | 0% | /
Cn1cc(CN(Cc2ccccc2)C[C@@H]2CCC(=O)N2)c(-c2ccccc2F)n1 | -45% | -7% | -2%
CCC(=O)Nc1ccc(C(=O)Nc2cccc(C)n2)cc1 | -23% | 6% | /

Record cards, as listed above:
Listed for O=C(/C=C/Nc1ccccc1F)c1cccs1 = DT40 TDP1 no CPT = ?; TDP1 cell CPT = ?; TDP1 block = 4%
Listed for CCOc1ccc(OCc2ccc(C(=O)NCc3cccnc3)o2)cc1 = DT40 TDP1 no CPT = -12%; TDP1 cell CPT = -8%; TDP1 block = 0%
Listed for CC1CCN(C(=O)C2(NC(=O)Nc3cccc(F)c3)CCCCC2)CC1 = DT40 TDP1 no CPT = ?; TDP1 cell CPT = 6%; TDP1 block = 4%

The list goes on:
SMILES | DT40 TDP1 no CPT | TDP1 cell CPT | TDP1 block
O=C(Cn1cnc2sc(-c3ccccc3)cc2c1=O)NCc1ccco1 | 5.8µM* | 6.5µM* | /
CC[C@]12c3[nH]c4ccccc4c3CCN1C(=O)C(CC(=O)NCCc1ccccn1)C[C@@H]2C(=O)N1CCN(C(=O)C2CC2)CC1 (stereo partly drawn) | -3% | 14% | 2%
CSc1ncc(C(=O)NCc2cccc(C)c2)c(-c2ccccc2)n1 | ? | ? | -6%
C/C(=N\NC(=O)c1cccc(S(=O)(=O)N2CCCCC2)c1)c1ccc(C)o1 | -21% | -26% | 2%
CCOc1cc(C)c(Cl)cc1S(=O)(=O)n1nnc2ccccc21 | 1% | -14% | 2%
COc1ccccc1C(O)(C(=O)N(NC(C)=O)c1ccccc1)c1ccccc1OC | -6% | -6% | /
CC1=C(C(=O)N2CCOCC2)CC(CC(=O)NC2CC2)C(=O)N1CCC1=CCCCC1 (stereo not drawn) | 3% | -4% | /
CC(=O)Nc1ccc(NC(=O)C2(C)Cc3c(-c4ccc(NC(C)=O)cc4)ccnc3O2)cc1 (stereo not drawn) | 2% | 1% | /
O=C(O)c1ccc(S(=O)(=O)c2ccc3c(c2)C(=O)N(c2ccc(Br)cc2)C3=O)cc1 | -7% | 1% | /
COc1ccc(N2CC(C(=O)Nc3c(C(N)=O)oc4ccccc34)CC2=O)cc1 (stereo not drawn) | -19% | -27% | 6%
C[C@@H](NC(=O)c1nc[nH]c1C(=O)NCCCCCNC(=O)OC(C)(C)C)c1ccccc1 | ? | 26µM* | 0%
O=C(COc1ccc(Cl)cc1Cl)NC(=O)N1CCCCC1 | -13% | 9% | -2%
CCCN(C)C[C@@H]1OCCCC[C@@H](C)Oc2ccc(NS(=O)(=O)c3ccc(OC)cc3)cc2C(=O)N([C@H](C)CO)C[C@@H]1C | ? | ? | /
O=C(Nc1nnc(S(=O)(=O)N2CCCc3ccccc32)s1)c1ccccc1Cl | ? | ? | -3%
CCN(c1ccccc1)c1nnc(NC(=O)Nc2ccc(Br)c(C)c2)s1 | 4.1µM* | 3.3µM* | 0%
O=C(CSc1ccccn1)NCc1ccc2c(c1)OCO2 | -6% | -16% | /
O=C(/C=C/c1ccc([N+](=O)[O-])cc1)OCC(=O)c1ccc[nH]1 | -19% | -13% | -2%
COc1ccccc1CNC(=O)C1CCN(c2ncnc3c2nc2n3CCCCC2)CC1 | 23µM*! | ? | 4%&7%
Cc1ccc(NC(=O)CCC(=O)NNC(=O)c2cccc([N+](=O)[O-])c2)cc1C | -10% | 0% | 4%
Cc1ccc(S(=O)(=O)NC(=O)c2cccc(Br)c2)cc1 | -17% | -5% | 6%
Cc1cc(NC(=O)C2CC(=O)N(c3ccc(F)cc3)C2)no1 (stereo not drawn) | -15% | -17% | -17%
Cc1ccc(CN2CC(C(=O)Nc3ccc(C)cn3)CC2=O)cc1 (stereo not drawn) | 0% | ? | /
COc1ccc([C@H]2N[C@]3(CCCN(CC4CCCCC4)C3=O)[C@H]3C(=O)N(C)C(=O)[C@@H]23)cc1 | ? | -14% | /
O=C(c1cnn2c1NC(c1ccc(Br)cc1)CC2C(F)(F)F)N1CCN2CCCC2C1 (stereo not drawn) | ? | 18µM* | 2%
O=C(Nc1ccc(COc2ccccc2)cc1)Oc1ccccc1N1CCOCC1 | -4% | 9% | 0%
CCn1c(SCc2ccc(C(=O)Nc3nccs3)cc2)nnc1-c1ccc(N)cc1 | ? | -28% | 3%
COc1ccc(NC2CCCN(C(=O)CCc3cn[nH]c3)C2)cc1 (stereo not drawn) | 10% | -3% | 3%
O=S(=O)(Nc1ccc(-c2ccc(N3CCOCC3)nn2)cc1)c1cc(Cl)ccc1Cl | -12% | -18% | /
CCN(CC)c1ccc(NC(=O)C(NS(=O)(=O)c2cccs2)C(C)C)c(C)c1 (stereo not drawn) | 21µM* | 21µM* | 1%
CCCCC(=O)Nc1cc(C)c(NC(=O)c2cccs2)cn1 | 2% | -5% | 6%
CCCCCCCCCCOC(=O)Cn1c(COc2ccc(OC)cc2)[n+](C)c2ccccc21 | 2.6µM* | 2.6µM* | 6%
Cc1ccc(NC(=O)CN(C)C(=O)CSc2nc(C)cs2)cc1 | 3% | 1% | 3%
CN(Cc1ccccc1)C(=O)c1ncn2c1c(=O)[nH]c1cccnc12 | 4% | 3% | /
CN(C)S(=O)(=O)c1ccc(NC(=O)COC(=O)C2COc3ccccc3O2)cc1 (stereo not drawn) | -9% | 12% | -4%
CCOC(=O)C1=C(C)N=c2s/c(=C/c3ccc(OCC(=O)O)cc3)c(=O)n2C1c1cc(OC)c(OC)c(OC)c1 (stereo not drawn) | -2% | 0% | /
CCN(C(=O)COC(=O)/C=C/c1cnc2ccccc2n1)C1CCS(=O)(=O)C1 (stereo not drawn) | -5% | ? | 5%
O=C(Nc1nn(Cc2ccccc2F)cc1Br)c1cccs1 | -22% | -27% | -1%
Cn1c(=O)n(Cc2ccc(F)cc2)c(=O)c2c1nc1n2CCCN1Cc1ccccc1 | 23µM* | ? | 8%
COc1ccccc1-c1nc(NCc2cccs2)c2ccccc2n1 | ? | 16µM* | /
COc1ccc(NC(=O)c2cc(-c3cc(C)ccc3O)n[nH]2)cc1Cl | ? | -17% | 5%

Filtered by structure, the entries above with a cyano group.
SMILES | DT40 TDP1 no CPT | TDP1 cell CPT | TDP1 block
COc1ccc(NC(=O)CNc2cccc(C#N)c2)cc1Cl | 0% | -7% | 7%
N#Cc1ccc(S(=O)(=O)N2CCN(Cc3cccs3)CC2)cc1 | ? | ? | 1%

Continued:
SMILES | DT40 TDP1 no CPT | TDP1 cell CPT | TDP1 block
COC(=O)C1CCCN1S(=O)(=O)c1ccccc1NC(=O)c1cc(OC)c(OC)c(OC)c1 (stereo not drawn) | -30% | 15µM* | /
CCC(C(=O)NCCc1ccc(OC)c(OC)c1)n1nc(C)c2sc3ccccc3c2c1=O (stereo not drawn) | 8.2µM* | 9.2µM* | 0%
COc1cc(C(=S)N2CCOCC2)ccc1O | -12%&-27% | 0%&2% | 4%&0%
CC(=O)NC1C(OCc2ccccc2)OC(CO)C(OC(C)=O)C1OC(C)=O (stereo not drawn) | -16% | 2% | -1%
O=S(=O)(c1ccc(F)cc1)N1CCN(CC(O)COCc2ccccc2)CC1 (stereo not drawn) | -15% | -6% | /
Cc1cc(C(=O)N2CCCC(N3CCN(c4ccccc4C)CC3)C2)no1 (stereo not drawn) | ? | ? | /
COc1ccc(CN2C=C3C(=O)C(C)(OC(=O)C4CCCC4)C(=O)C=C3C=C2c2ccsc2)cc1 (stereo not drawn) | 12µM* | ? | 9%[21 µM]
Cc1ccc(-c2cc(C(=O)NC3CCN(Cc4ccccc4)CC3)c3ccccc3n2)cc1 | 16µM* | 15µM* | /
Cc1c(C(=O)O)oc2c(F)cccc12 | -9% | 16% | 5%
O=C(CCN1C(=O)C2CC=C(Cl)CC2C1=O)NCc1ccccc1 (stereo not drawn) | -3% | 5% | 4%
S=c1nc(-c2ccc(Cl)cc2)[nH][nH]1 | -20% | -1% | 8%
CCCS(=O)(=O)N1CCN(Cc2ccc(OCc3ccccc3)c(OC)c2)CC1 | ? | ? | /
CCCc1n[nH]c2c1/C(=N\O)CCC2 | -18% | -10% | 0%
Cc1ccc2cc(NC(=O)c3ccccc3)ccc2n1 | 10% | -21% | /

A draw from above in order of SMILES length, lowest first:
SMILES | DT40 TDP1 no CPT | TDP1 cell CPT | TDP1 block
S=c1nc(-c2ccc(Cl)cc2)[nH][nH]1 | -20% | -1% | 8%
O=S(=O)(c1ccc(F)cc1)N1CCN(CC(O)COCc2ccccc2)CC1 (stereo not drawn) | -15% | -6% | /
Cc1ccc(-c2cc(C(=O)NC3CCN(Cc4ccccc4)CC3)c3ccccc3n2)cc1 | 16µM* | 15µM* | /
